tuberculosis growth – growth inhibition of non-replicating M. tuberculosis (AID 488890); hit rate 0.39% among 320,000; inhibition, % at 25 µM; hits with a dose series show IC50 in µM; Mycobacterium tuberculosis non-replicating, growth inhibition; higher % means a stronger effect; in the data active = a potency from the dose series; inconclusive = inhibition mostly from about 82% at the one dose, without a potency; inactive = the rest, 99 in 100 with inhibition below about 76%;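 also: plate controls were DMSO cells for no effect and high antibiotic wells for full effect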
Salmonella PhoP GFP – Inhibition of PhoP regulon, Salmonella typhi GFP reporter cells, confirmation, 4 h (AID 1850) | Salmonella Typhi PhoP-promoter GFP reporter, fluorescence, 4 h; higher % means a stronger effect | inhibition, % at 50 µM, or IC50 in µM where a hit was titrated | hit rate 0.33% among 310,000; in the data active = a potency from the dose series; inconclusive = inhibition mostly from about 25% at the one dose, without a potency; inactive = the rest, 99 in 100 with inhibition below about 19%;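 also: 0% = induced wells with vehicle and 100% = uninduced wells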
inhibitors of VEEV – inhibitors of VEEV TC-83 cytopathic effect, confirmation, Vero cells (AID 588727); Vero cells, VEEV TC-83 cytopathic effect inhibition; higher % means a stronger effect; one-dose inhibition, % at 20 µM; IC50 in µM for titrated hits; hit rate 0.13% among 350,000; in the data active = a potency from the dose series; inconclusive = inhibition mostly from about 14% at the one dose, without a potency; inactive = the rest, 99 in 100 with inhibition below about 12%; also: strong numbers were not always called active
influenza NS1A – H1N1 influenza NS1A inhibitors, functional cell based assay (AID 504329) | NS1A functional cell-based assay, percent inhibition; higher % means a stronger effect | inhibition, % at 12.5 µM, or IC50 in µM where a hit was titrated | hit rate 0.3% among 340,000; in the data active = a potency from the dose series; inconclusive = inhibition above about 27% without an active follow-up result; also: strong numbers were not always called active
M. tuberculosis HTS – M. tuberculosis growth inhibition, HTS (AID 449762) | hit rate 0.59% among 330,000 | inhibition, % at 25 µM; hits with a dose series show IC50 in µM | M. tuberculosis H37Rv growth inhibition, 7H9 media; higher % means a stronger effect; in the data active = a potency from the dose series; inconclusive = inhibition above about 70% without an active follow-up result;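 also: bacterial growth assessed after seven days of incubation; strong numbers were not always called active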
inhibitors of VEEV 10K pilot screen – second read-out of inhibitors of VEEV, no call of its own (marks repeat the call); inhibition, %; measured here: 10K pilot screen inhibition
Numbers without * were called inactive; i = inactive; ? = inconclusive; / = not tested or not shown.

Start of the data: the first four compounds as a preview:
SMILES	tuberculosis growth	Salmonella PhoP GFP	inhibitors of VEEV	influenza NS1A	M. tuberculosis HTS	others
O=C(O)c1cc(N/N=C/C=C/c2ccccc2)ccc1Cl	7%	20%	0.5%	13%	0%
O=C(COC(=O)c1ncc(Cl)c(Cl)c1Cl)NC1CCS(=O)(=O)C1 (stereo not given)	-4%	0%	0.9%	-12%	-7%
O=C(OCc1c(F)cccc1Cl)c1cnc2ccccc2n1	?	13%	0.3%	-8%	49%
O=C(Nc1ccccc1C(=O)NCc1ccco1)c1ccco1	-5%	9%	0.3%	0%	2%

The listing, repeating the preview:
SMILES	tuberculosis growth	Salmonella PhoP GFP	inhibitors of VEEV	influenza NS1A	M. tuberculosis HTS	others
O=C(O)c1cc(N/N=C/C=C/c2ccccc2)ccc1Cl	7%	20%	0.5%	13%	0%
O=C(COC(=O)c1ncc(Cl)c(Cl)c1Cl)NC1CCS(=O)(=O)C1 (stereo not given)	-4%	0%	0.9%	-12%	-7%
O=C(OCc1c(F)cccc1Cl)c1cnc2ccccc2n1	?	13%	0.3%	-8%	49%
O=C(Nc1ccccc1C(=O)NCc1ccco1)c1ccco1	-5%	9%	0.3%	0%	2%
CSc1ccccc1NC(=O)CSc1nnnn1-c1ccccc1SC	5%	-1%	5.1%	-4%	-1%
NC(=O)Cn1cc(/C=N\NS(=O)(=O)c2ccc(Cl)cc2)c2ccccc21	-4%	-5%	2.3%	20%	-6%
COc1cc(/C=N/Nc2nc(C)cc(C)n2)ccc1OC(=O)c1ccco1	24%	-3%	2.2%	-4%	1%
C(=N\N1CCN(Cc2cccc3ccccc23)CC1)/c1cccnc1	12%	-3%	1.5%	11%	-11%
Cc1ccc2nc3c(cc2c1)c(NC(=O)c1cccnc1)nn3C	-5%	-4%	8.2%	2%	-7%
O=C(Nc1ccc(C(=O)O)cc1)/C(=C\c1ccc2c(c1)OCO2)NC(=O)c1ccccc1	-15%	2%	i	-17%	-4%
COc1ccc(S(=O)(=O)NC(CC(C)C)C(=O)NC(C)c2cccs2)cc1 (stereo not given)	5%	/	i	-3%	5%
O=C(Nc1cccc2ccccc12)/C(=C\c1cccc([N+](=O)[O-])c1)NC(=O)c1cccs1	-3%	-14%	9.5%	-5%	-6%
CCOc1ccc(C(=O)Nc2cc(-c3nc4ccccc4[nH]3)ccc2Cl)cc1[N+](=O)[O-]	36%	2%	1.6%	1%	-4%
CCOC(=O)C1(CCOc2ccccc2)CCN(Cc2ccc(O)c(OC)c2)CC1	0%	5%	i	-1%	7%
O=C(CNC1CCCCC1)NCC1(c2ccccc2)CCCC1	7%	17%	i	-8%	-13%
Cc1cc(C(=O)CSc2cccc[n+]2[O-])c(C)n1-c1ccc(OC(F)F)cc1	21%	2%	3.5%	15%	6%
CN(C)c1cc[n+](CC(=O)Nc2cccc([N+](=O)[O-])c2)cc1	-1%	1%	0.7%	-19%	3%
COc1ccc(NC(=O)c2cccnc2)c([N+](=O)[O-])c1	-14%	-17%	0.5%	-7%	2%
COC(=O)c1cn(C(C)C(=O)NCc2ccco2)c2ccccc12 (stereo not given)	-4%	3%	4.3%	-1%	-7%
CC(C)Cn1c(=O)c2c(nc3n2CCCN3Cc2ccccc2)n(C)c1=O	9%	-3%	2.8%	22%	6%
Cc1ccc(S(=O)(=O)N2CCCC(C(=O)N3CCC4(CC3)OCCO4)C2)cc1 (stereo not given)	-2%	-2%	1.5%	2%	-2%
COc1ccc(NC(=O)c2ccc(S(=O)(=O)N3CCOCC3)cc2)c(OC)c1	2%	-8%	2.5%	0%	1%
COc1cc(C(CN)CC(=O)O)ccc1O (stereo not given)	-5%	1%	0.1%	3%	-1%
Cc1cccc(CNc2ccc(C(CC(N)=O)NC(=O)Cc3cccc4ccccc34)cc2[N+](=O)[O-])c1 (stereo not given)	-12%	5%	1.5%	5%	-3%
Cc1cc(C)c2nc(N3CCC(C(=O)N4CCN(c5ncccn5)CC4)CC3)sc2c1	17%	5%	1.0%	3%	?
Cc1noc(C)c1COc1ccc(C(=O)OCC(=O)NCc2ccccc2Cl)cc1	-6%	6%	0.2%	3%	-1%
COc1ccccc1CN1CCCC(N2CCN(c3ccc(F)cc3)CC2)C1 (stereo not given)	10%	4%	i	-2%	-4%
Cn1c(Cc2cccc3ccccc23)nnc1SCC(=O)N1CCN(c2ccccc2)CC1	31%	11%	1.4%	-15%	0%
O=S(=O)(NCc1ccccc1)c1ccc(Br)c2nsnc12	-1%	-3%	i	-1%	-4%
Cc1ccc(OCCOCCn2ccnc2)c(Br)c1	49%	5%	0.4%	-13%	-4%	inhibitors of VEEV 10K pilot screen=0.3

Taken from above, two compounds:
SMILES	tuberculosis growth	Salmonella PhoP GFP	inhibitors of VEEV	influenza NS1A	M. tuberculosis HTS	others
Cc1ccc(S(=O)(=O)N2CCCC(C(=O)N3CCC4(CC3)OCCO4)C2)cc1 (stereo not given)	-2%	-2%	1.5%	2%	-2%
COc1ccc(NC(=O)c2ccc(S(=O)(=O)N3CCOCC3)cc2)c(OC)c1	2%	-8%	2.5%	0%	1%

(list continues)
SMILES	tuberculosis growth	Salmonella PhoP GFP	inhibitors of VEEV	influenza NS1A	M. tuberculosis HTS	others
O=c1oc2cc(Oc3ccc(C(F)(F)F)cc3[N+](=O)[O-])ccc2c2c1CCC2	2%	3%	0.2%	31%	10%
O=C(O)c1cc(N2CCOCC2)nc2ccccc12	3%	-10%	i	2%	-25%
CCOc1ccc(OCC)c(NC(=O)c2ccc(CNc3c(N4CCCC4)c(=O)c3=O)cc2)c1	6%	11%	0.3%	-6%	2%
CCN(CC)C(=O)CN(c1ccc(Cl)cc1)S(=O)(=O)c1ccccc1	4%	-2%	0.5%	-6%	-6%
O=C(CN1CCCC1)OCCCc1ccccc1	-32%	0%	0.7%	7%	2%
COc1ccc(-n2c(C)c([N+](=O)[O-])c3ccc(O)c(CN4CCCCC4)c32)cc1	2%	1%	5.3%	18%	-12%
Cc1cc(C)c2nc(C(F)(F)F)nc(NCCCN3CCOCC3)c2c1	36%	4%	i	-2%	13%
C1=C(c2c[nH]c3ccccc23)CCN(Cc2ccccc2)C1	29%	15%	i	-12%	8%
COc1cc(C(=O)OCC2CC(c3ccccc3)=NO2)cc(OC)c1OC (stereo not given)	4%	-21%	2.3%	-4%	9%
O=C(Nc1nnc(C(F)(F)F)s1)C1COc2ccccc2O1 (stereo not given)	77%	7%	1.9%	-1%	-2%
O=C(CN(Cc1ccccc1)S(=O)(=O)c1ccc(F)cc1)NCc1ccccn1	5%	-4%	0.7%	0%	-4%
CC1CCCCC1NC(=O)COC(=O)c1cc(=O)c2ccccc2o1 (stereo not given)	-1%	-1%	i	-4%	4%
CC(C)(C)OC(=O)N1CCC[C@H]1c1nnc(SCc2cccc(Cl)c2)o1	9%	1%	i	-17%	0%
O=C(/C=C/c1ccco1)Oc1ccc(C(=S)N2CCOCC2)cc1	29%	-1%	i	-16%	39µM*
CN(C)Cc1c(-c2ccc(Cl)cc2)nc2ccccn12	-1%	-4%	1.2%	-10%	-2%
O=C1[C@H]2[C@@H](c3ccc(F)cc3)N3C(=O)N(c4ccc(Br)cc4)C(=O)[C@@]3(Cc3ccc(Cl)cc3)[C@H]2C(=O)N1C1CCCCC1	3%	1%	3.9%	-10%	-6%
O=c1cc(-c2ccccc2)nc(SCc2ccccc2)[nH]1	-8%	11%	5.5%	-8%	0%
CSc1c(SCc2ccccc2)cnn(Cc2ccccc2)c1=O	79%	-2%	0.4%	-5%	0%	inhibitors of VEEV 10K pilot screen=3.5
CCCC(=O)c1c(NC)cc(C)oc1=O	10%	31%	i	-4%	4%
OCCNCCCCCOc1ccc(F)cc1	-1%	-10%	1.4%	1%	-4%
CC(C)CN(C(=O)COC(=O)c1c2c(nc3ccccc13)CCC2)c1c(N)n(Cc2ccccc2)c(=O)[nH]c1=O	45%	-6%	8.2%	-1%	2%
NC(N)=N/N=C/c1ccc(N2CCOCC2)cc1	55%	-2%	0.8%	-2%	7%
CCC1CCc2sc(C(=O)N(C)CC(=O)Nc3ccc(OC)cc3)cc2C1 (stereo not given)	28%	8%	1.5%	-7%	27%
CSc1ccccc1OCc1cc(C(=O)N2CCNC(=O)C2)no1	-9%	16%	2.8%	-8%	-3%
CCOC(=O)C1=C(O)C(=O)N(Cc2ccc(C(C)(C)C)cc2)CC1	35%	-3%	0.6%	-6%	-1%
O=C(NCC(c1ccco1)N1CCc2ccccc21)c1cccc([N+](=O)[O-])c1 (stereo not given)	13%	6%	6.2%	-7%	5%
Cc1ccc(NC(=O)c2cc(-c3cccs3)nc3ccccc23)nc1	32%	-6%	9.5%	-16%	24%
O=C1c2sc3nc4c(c(=O)n3c2C(=O)N1c1ccccc1)CCC4	2%	-8%	1.5%	10%	-2%
Cc1ccc(NC(=O)Cn2c(-c3ccc(F)cc3)cnc2SCC(=O)Nc2c(C)cccc2C)cc1	-7%	-11%	1.9%	-7%	-3%
CC(CN1C(C)CCCC1C)OC(=O)c1ccc(Cl)cc1Cl (stereo not given)	5%	8%	i	0%	0%
O=[N+]([O-])c1ccc(S(=O)(=O)Nc2ccc(S(=O)(=O)N3CCCC3)cc2)cc1	1%	14%	5.0%	-2%	-8%
Cc1ccc(-n2ncc(N(C)C)c(Cl)c2=O)cc1	-17%	10%	0.7%	3%	-8%
O=C(c1cccc(-c2ccco2)c1)N1CCCC(N2CCN(c3ccc(F)cc3)CC2)C1 (stereo not given)	17%	-5%	6.0%	1%	52µM*
C/C(=N\NC(=O)C1CCCC1)c1ccc(C(C)C)cc1	9%	-15%	3.4%	-15%	1%
CSc1nnc(C(C)(C)C)c(=O)n1/N=C/c1ccccc1O	13%	5%	i	11%	4%
CC[C@@]12C(=O)N(c3cccc(Br)c3)C(=O)N1[C@H](c1cccc(C)c1)[C@@H]1C(=O)N(Cc3ccccc3)C(=O)[C@@H]12	24%	5%	0.2%	4%	0%
O=C(c1ccc(Cl)cc1)N1CCC(=O)N(C(CO)Cc2ccccc2)CC1 (stereo not given)	-16%	-27%	i	2%	3%
COc1ccc(C(=O)NCCNc2nc3cc(C)c(C)cc3cc2C)cc1	27%	1%	i	2%	11%
CS(=O)(=O)c1ccc(Cl)c(NC(=O)C2CCN(S(=O)(=O)c3cccs3)CC2)c1	4%	/	8.0%	-9%	2%
Cc1ccccc1NC(=O)c1cc(S(=O)(=O)N2CCOCC2)ccc1F	0%	-6%	0.6%	-15%	-4%
Cc1nn(C)c(-c2n[nH]c(=S)n2Cc2ccco2)c1Cl	14%	-4%	0.6%	20%	2%
CS(=O)(=O)N(CC(=O)NCc1cccnc1)Cc1ccc(Cl)cc1	-17%	-12%	0.1%	4%	3%
COc1ccc(CN(CCC(c2ccc(F)cc2)C2CCOC(C)(C)C2)C(=O)c2ccco2)cc1 (stereo not given)	32%	-3%	9.0%	3%	10%
CCN1C(=O)c2cccc3c(S(=O)(=O)N4CCC(C)CC4)ccc1c23	22%	/	2.1%	-36%	-5%
Cc1ccc(SCCC(=O)N2CCC(C(N)=O)CC2)cc1	-11%	-4%	1.8%	18%	-16%
Cc1ccc(-n2c(C)cc(C(=O)CSc3n[nH]c(N)n3)c2C)cc1	39%	7%	i	4%	0%
Cn1ncc2c(N3CCN(c4ccc(Cl)c(Cl)c4)CC3)ncnc21	23%	0%	7.0%	13%	12%
N#CC(c1ccccc1)c1ccc(C(=O)c2ccc(F)cc2)cc1 (stereo not given)	45%	-18%	2.0%	-3%	?
Cc1cc2ccccc2n1CCNC(=O)c1ccc(S(=O)(=O)N2CCOCC2)cc1	69%	-15%	0.3%	9%	12%
CCCCN1CC[C@H]2C=CC[C@@H](C(=O)Nc3nccs3)[C@H]2C1=O	-8%	-7%	0.3%	-17%	8%

Other structures follow.
SMILES	tuberculosis growth	Salmonella PhoP GFP	inhibitors of VEEV	influenza NS1A	M. tuberculosis HTS	others
N#CC1(NC(=O)CSc2nnc(Nc3ccccc3F)s2)CCCC1	15%	/	7.3%	2%	-2%
CCOC(=O)C1(C)C=C(Nc2ccc(OCC)cc2)C(=O)N1c1ccccc1 (stereo not given)	7%	1%	0.3%	-11%	?
C=CCNC(=O)c1cc(Cl)ccc1Cl	17%	-8%	i	6%	-2%
CCOC(=O)c1cnc(-c2ccccc2)nc1N1CC(C)OC(C)C1 (stereo not given)	18%	-8%	5.4%	-1%	5%
CCc1ccc(NC(=O)CSc2nnc(SCC(=O)Nc3ccc(CC)cc3)n2N)cc1	1%	-10%	i	5%	1%
